HEK cytotox: Cytotoxic Profiling in HEK 293 Cell Line of Diverse Libraries Using Quantitative High-Throughput Screening. AID 1345083, 2018. HEK 293 viability, ATP luminescence (CellTiter-Glo), 48-72 h. Potency, µM (titrated, usually from 115 µM), inactives show at the highest dose activity change, negative = cytotoxicity, usual class: inhibitors. 94,000 tested, 6.6% active; also: potency is read from the fitted curve at half-maximal effect; nearly all actives have a fitted effect of over 60% in size
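HEK 293 cells seeded at 250 cells/well were exposed to compound for 48 or 72 hr at 37 degree Celsius. Viability taken as ATP content by CellTiter-Glo luminescence.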
IP6K1 inhibitor: Primary qHTS assay for small molecule inhibitors of Inositol hexaphosphate kinase 1 (IP6K1); 140,000 tested, 0.81% active; Inositol hexakisphosphate kinase 1 (Homo sapiens), Q92551; IP6K1 kinase, ADP-Glo luminescence, 2 h; stronger effect = lower value; AID 1645851, 2021; activity change, % (series mostly up to about 58 µM); in the data active = activity change below about -25%
Target sequence (Q92551 whole entry, looked up): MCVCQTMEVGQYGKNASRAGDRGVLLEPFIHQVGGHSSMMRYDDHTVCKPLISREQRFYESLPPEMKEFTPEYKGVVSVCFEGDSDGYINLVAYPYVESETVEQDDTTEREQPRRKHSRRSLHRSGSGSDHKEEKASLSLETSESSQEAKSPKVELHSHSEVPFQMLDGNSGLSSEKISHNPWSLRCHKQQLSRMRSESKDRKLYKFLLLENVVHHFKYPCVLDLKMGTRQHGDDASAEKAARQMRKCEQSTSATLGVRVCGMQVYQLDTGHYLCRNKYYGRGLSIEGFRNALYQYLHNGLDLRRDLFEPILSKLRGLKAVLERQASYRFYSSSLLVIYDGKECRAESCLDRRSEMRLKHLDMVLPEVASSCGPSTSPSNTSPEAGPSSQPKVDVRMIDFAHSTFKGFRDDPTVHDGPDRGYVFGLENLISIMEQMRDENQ
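ADP-Glo luminescence measures ADP made by human IP6K1 during a 2 h RT reaction with ATP/IP6 (mix at 1.3 mM/130 uM); top library doses 57.5 and 19.1 uM final.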
SNCA viab count: GF-AFC viability counterscreen for inhibitors of alpha-synuclein gene (SNCA) expression | HEK-293-SNCA-luc viability, GF-AFC fluorescence, 24 h | Potency, µM (top dose mostly 57.1 µM), for inactives: top-dose activity change, negative = cytotoxicity, usual class: cytotoxic | 150,000 tested, 0.12% active;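 also: potency is read from the fitted curve at half-maximal effect; 0% = DMSO-treated cells and -100% = medium-only wells without cells; nearly all actives have a fitted effect of over 30% in size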
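HEK-293-SNCA-luc cells (1500/well) plated 24 h, then exposed 24 h to a dilution series; GF-AFC added 30 min at 37C, fluorescence 405/540 nm; normalised to medium-only and DMSO wells, Hill fit.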
3T3 cytotox: Cytotoxic Profiling in NIH 3T3 Cell Line of Diverse Libraries Using Quantitative High-Throughput Screening; NIH 3T3 viability, CellTiter-Glo ATP luminescence, 48-72 h; Potency, µM (highest dose often 96.7 µM), inactives show at the highest dose activity change, negative = cytotoxicity, actives largely listed as inhibitors; 94,000 tested, 4.3% active; AID 1345082, 2018; also: potency is read from the fitted curve at half-maximal effect; nearly all actives have a fitted effect of over 55% in size
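ATP-dependent luminescence (CellTiter-Glo) served as the viability signal for NIH 3T3 cells treated with compound for 48 or 72 hr at 37 °C.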
GPT2 inh: Primary qHTS assay for inhibitors of Glutamate pyruvate transaminase 2 (GPT2); Recombinant GPT2, coupled pyruvate oxidase/HRP Amplex Red fluorescence; Alanine aminotransferase 2 (Homo sapiens), Q8TD30; 100,000 tested, 0.25% active; Potency, µM (series often up to 57.7 µM), for inactives: top-dose activity change, negative = inhibition, hits mostly inhibitors; AID 1671188, 2021; also: potency is read from the fitted curve at half-maximal effect; nearly all actives have a fitted effect of over 60% in size; many of its hits are not listed in these tables
Target sequence (Q8TD30 whole entry, looked up): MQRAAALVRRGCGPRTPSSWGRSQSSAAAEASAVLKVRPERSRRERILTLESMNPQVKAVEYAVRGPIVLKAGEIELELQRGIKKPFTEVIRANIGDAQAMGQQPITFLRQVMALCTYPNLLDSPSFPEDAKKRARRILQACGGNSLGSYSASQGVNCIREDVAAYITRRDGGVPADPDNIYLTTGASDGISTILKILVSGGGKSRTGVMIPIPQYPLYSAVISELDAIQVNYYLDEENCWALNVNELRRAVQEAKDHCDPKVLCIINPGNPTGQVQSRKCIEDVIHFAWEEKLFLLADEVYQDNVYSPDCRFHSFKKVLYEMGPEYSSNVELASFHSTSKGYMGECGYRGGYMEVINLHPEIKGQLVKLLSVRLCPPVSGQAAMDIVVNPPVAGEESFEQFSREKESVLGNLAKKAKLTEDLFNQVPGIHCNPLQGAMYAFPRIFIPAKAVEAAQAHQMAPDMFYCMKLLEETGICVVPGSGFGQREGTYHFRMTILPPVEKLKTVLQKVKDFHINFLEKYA
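Fluorescence read-out: pyruvate from GPT2 turnover coupled to pyruvate oxidase, HRP and Amplex Red (0.2mM ThPP, 0.2U/mL PO and HRP, 50uM Amplex final). Substrates 250uM a-KG, 2mM L-alanine; enzyme 10ng/uL; 30 min RT.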
Luciferase inh: Firefly luciferase inhibition profiling of diverse chemical library using quantitative high-throughput screening. Luciferin 4-monooxygenase (Photinus pyralis), P08659. Potency, µM (doses to about 115 µM), without a hit: at the top dose activity change, negative = inhibition, hits mostly inhibitors. 76,000 tested, 2.5% active. purified P. pyralis luciferase, luminescence, biochemical; also: potency is read from the fitted curve at half-maximal effect; nearly all actives have a fitted effect of over 65% in size
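FLuc 10nM, D-luciferin 10uM, ATP 10uM, Mg acetate 10mM, Tris acetate pH 7.5, Tween/BSA; cpd qHTS; enzyme added last; CCD luminescence.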
SNCA expr inh: Primary qHTS assay for inhibitors of alpha-synuclein gene (SNCA) expression | HEK-293 SNCA-luciferase knock-in, luminescence, 24 h | Potency, µM (top dose mostly 57.2 µM), inactives show at the highest dose activity change, negative = inhibition, most hits filed as inhibitors | 140,000 tested, 0.17% active;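 also: potency is read from the fitted curve at half-maximal effect; plate controls were DMSO cells for no effect and cell-free wells for full effect; nearly all actives have a fitted effect of over 45% in size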
Active calls of the source: *; i = inactive; ? = inconclusive; / = not tested or not shown; [ ] = another dose, or the depositor's remark. Unless noted, calls follow the shape of the dose curve; as a rule, active = well fitted curve in the direction sought with a large enough effect; inconclusive = small, poorly fitted or top-dose-only effect, or another doubt; inactive = no such curve, though single readings can be large; an effect the other way counts as inactive or inconclusive. Unless noted, % is scaled to controls: 0 for no effect and ±100 for the full control effect. These rows are one share of the data (hit frequency here may not be typical).

SMILES	HEK cytotox	IP6K1 inhibitor	SNCA viab count	3T3 cytotox	GPT2 inh	Luciferase inh	SNCA expr inh
CCc1nn(CC(=O)NCCCN2CCN(C)CC2)c(=O)c2cc3occc3n12	/	-0.6	4.6%	/	/	/	-10.5%
COc1ccc(NC(=O)N2CCC(N3CC4CC(C3)[C@H]3CCCC(=O)N3C4)CC2)c(C)c1 (stereo partly drawn)	0.7%	-1.9	3.5%	i	?	-1.7%	29.2%
COCCCNc1nc2c([S+](=O)([O-])c3ccc(Br)cc3)nnn2c2ccccc12	i	10.1	8.2%	0.3%	-16.1%	/	-15.4%
Cc1cccc(NC(=O)Cn2nc3n(c2=O)CCCCC3)c1	17.2%	11.2	8.9%	i	4.7%	-5.0%	-8.7%
CCCCNC(=O)CSC1=Nc2ccccc2C2=NC(CCC(=O)NCc3ccccc3OC)C(=O)N12 (stereo not drawn)	/	32.4	-0.5%	/	/	/	-15.6%
CN(C)C[C@@H]1CN(c2ccccn2)C[C@H]1NC(=O)c1cccc(C#N)c1	-12.5%	-1.7	-15.8%	-11.0%	i	-9.9%	-20.6%
CCOC(=O)C1=C(C)N=C2SC=C(CC(=O)Nc3ccc(C)c(C)c3)N2C1c1cccc(OC)c1 (stereo not drawn)	44.7µM*	-3.7	-11.4%	39.8µM*	-29.4%	-28.6%	-8.2%
COc1cc(C2c3c(-c4c(C)cc(C)cc4O)n[nH]c3C(=O)N2CCO)cc(OC)c1OC (stereo not drawn)	/	-4.1	-1.4%	/	/	/	13.9%
Cc1c(C(=O)NCc2ccccc2Cl)sc2nc3n(c(=O)c12)CCCC3	/	-13.9	5.1%	/	/	/	111.2%[activator]
CCOc1cc(=O)n2c(c1C(=O)NCCCN1CCCCC1)CCCCC2	9.8%	-7.4	4.5%	i	2.7%	8.5%	50.5%[activator]
CC(C)c1cc(C(=O)NCc2cccnc2Oc2ccc(F)cc2F)on1	?	7.1	4.2%	?	-24.5%	0.5%	-18.2%
CC1CCC(n2c3cnccc3c3cnc(Nc4ccc5c(n4)CCN(C(=O)CO)C5)nc32)CC1 (stereo not drawn)	/	1.7	-6.6%	/	0.0%	/	/
CC(=O)N1CCC(C(=O)NCC(=O)N2CCCCCNC(=O)CC2c2ccccc2)CC1 (stereo not drawn)	-10.0%	-10.3	?	i	i	8.6%	14.6%
COc1ccc(C(=O)NC(c2ccccc2Cl)c2cc(Cl)c3cccnc3c2O)cc1 (stereo not drawn)	/	-2.3	-11.6%	/	/	/	?
CCC(=O)N(C1CCOCC1)C1CCN(S(=O)(=O)c2ccccc2)CC1	-3.1%	5.6	6.9%	-11.3%	-3.6%	9.7%	-23.4%
O=C(c1cccc(F)c1)N1CCC(c2c[nH]c3ccccc23)(c2c[nH]c3ccccc23)CC1	/	-16.6	8.0%	/	/	/	-5.4%
CCOCC1(C)COc2ccc(C(=O)Nc3cccc(N(C)C)c3)cc2N1 (stereo not drawn)	?	-17.4	-4.8%[87.6 µM]	?	4.1%[88.5 µM]	63.1µM*	-3.1%[87.6 µM]
COC(=O)c1cccc(NC(=S)N[C@H]2CO[C@H]3[C@@H]2OC[C@@H]3n2cc(CC3CCCCC3)nn2)c1	39.8µM*	4.2	?	?	0.5%	-3.5%	1.7%
COc1ccc(C2(C(=O)N3CCCN(c4cc(-c5ccc(C)c(C)c5)[nH]n4)CC3)CC2)cc1	25.1µM*	-21.3	-18.4%	31.6µM*	?	2.1%	?
COc1ccc(OC)c(NC(=O)c2cc3cc(C)ccc3n2C)c1	/	3.6	-2.9%	/	/	/	52.4%[activator]
COCCOc1cc(-c2noc([C@@H]3CCCN3C3CCC3)n2)ccn1	?	12.3	-11.7%[87.6 µM]	-24.8%[174 µM]	-1.2%[88.5 µM]	1.6%[172 µM]	-9.3%[87.6 µM]
CCNC(=O)NCCc1ncc(C)n1Cc1ccc(F)cc1	-25.2%	-2.0	9.7%	-13.4%	-7.1%	-8.8%	5.2%
Cc1ccc(C(=O)N2C(C(=O)NCC(C)C)COC23CCN(C(=O)c2cccc(Cl)c2)CC3)cc1 (stereo not drawn)	-24.4%	26.0	-7.4%	?	-18.9%	-2.1%	-2.6%
CN1CCC(Nc2ncc(C(C)(C)C(=O)O)c(N3CCOCC3)n2)CC1	-6.5%	-1.2	4.9%	-8.5%	?	-4.1%	-28.4%
O=C(C1CCCN1C(=O)Nc1ccccc1)N1CCC(c2nc3ccncc3[nH]2)CC1 (stereo not drawn)	i	14.4	8.3%	-6.3%	i	/	?
O=C(N[C@@H]1CCN(C(=O)CCc2ccccc2F)C[C@H]1O)c1ccccn1	i	14.7	-10.2%	1.6%	1.9%[11.5 µM]	-3.9%	-8.3%
COCCNC(=O)C[C@@H]1O[C@H](CNC(=O)c2cccc(F)c2)[C@@H](O)[C@H]1O	-4.4%[172 µM]	10.7	-0.5%[87.6 µM]	-10.9%[174 µM]	?	-17.5%[172 µM]	-15.5%[87.6 µM]
CCc1nc2cc(N3CCC(C(=O)NCc4ccc5c(c4)OCO5)CC3)cnc2nc1CC	-2.4%	7.2	16.8%	?	-12.1%	-9.6%	4.6%
Cc1ccncc1C(=O)N1CCC(Oc2ccccc2-c2nc(C3CC3)no2)C1 (stereo not drawn)	?	-7.8	-27.6%	-15.2%	i	/	20.6%
CSc1cccc(NC(=O)Cn2c(N3CCN(c4ccccc4)CC3)nc(C)cc2=O)c1	?	22.4	-9.6%	?	-18.3%	1.2%	-3.6%
COc1cc(C(=O)N[C@H](C)c2onc(-c3ccccc3)c2C(=O)O)cc(OC)c1OC	-1.8%[172 µM]	1.4	-1.0%[87.6 µM]	-0.8%[174 µM]	-8.0%[88.5 µM]	-10.4%[172 µM]	-1.2%[87.6 µM]
CCOc1ccc(-n2c(C)nc3cc(C(=O)NCc4ccc(C)cc4)ccc32)cc1	/	-12.0	3.5%	/	/	/	-4.9%
COc1cc(NC(=O)Cn2cc(S(=O)(=O)c3ccccc3)c(=O)c3ccccc32)cc(OC)c1	/	-0.1	-17.2%	/	/	/	-19.0%
CCc1noc(-c2cccn3c(CNC(=O)c4ccc(F)cc4)nnc23)n1	i	11.0	-1.0%	-11.0%	i	1.3%	-22.5%
CC(=O)c1cccc(NC(=O)CN2C(=O)NC3(CCC(C(C)(C)C)CC3)C2=O)c1 (stereo not drawn)	?	-8.8	-0.3%	39.8µM*	i	-1.9%	?
O=C(NCc1ccc(F)cc1)C1CCCN(c2ccnc3ccnn23)C1 (stereo not drawn)	?	12.8	-16.2%[87.6 µM]	?	i	/	56.6%[activator][87.6 µM]

Some of the entries above, reformatted:
Molecule,HEK cytotox,IP6K1 inhibitor,SNCA viab count,3T3 cytotox,GPT2 inh,Luciferase inh,SNCA expr inh
COc1cc(C(=O)N[C@H](C)c2onc(-c3ccccc3)c2C(=O)O)cc(OC)c1OC,-1.8%[172 µM],1.4,-1.0%[87.6 µM],-0.8%[174 µM],-8.0%[88.5 µM],-10.4%[172 µM],-1.2%[87.6 µM]
CCOc1ccc(-n2c(C)nc3cc(C(=O)NCc4ccc(C)cc4)ccc32)cc1,/,-12.0,3.5%,/,/,/,-4.9%

Continued.
SMILES	HEK cytotox	IP6K1 inhibitor	SNCA viab count	3T3 cytotox	GPT2 inh	Luciferase inh	SNCA expr inh
COC(=O)C(CC1CCCC1)c1ccc(S(C)(=O)=O)cc1 (stereo not drawn)	/	17.2	4.0%	/	-9.1%	/	/
O=C(Cc1ccccc1)Nc1ccnn1C1CCN(Cc2cc3ccccc3s2)CC1	?	11.8	-21.6%	?	i	-9.6%	18.2%
CCC(=O)N1c2nc(C(C)C)nn2C2(CCCCC2)[C@@H]2CCCC[C@@H]21	/	20.0	-0.6%	/	/	/	18.8%
O=C(NC1CCC(n2cnnc2)CC1)c1ccc(Cn2cnnn2)cc1 (stereo not drawn)	1.9%	5.4	-0.1%	-3.8%	3.5%	2.9%	-26.2%
CCOc1ccc(C(=O)N2CCC(Cc3nc(C(C)C)no3)CC2)cc1	?	-13.2	1.2%	?	i	13.5%	1.3%
O=C(NCCCn1cccn1)c1ccccc1OC1CCN(Cc2ccccn2)CC1	-2.4%	6.1	-1.3%	4.0%	i	6.5%	30.6%[activator]
COc1ccc(NC(=O)c2ccc3c(c2)OCCN(CCC(C)C)C3)c(F)c1	?	-5.0	-6.4%[87.6 µM]	?	-4.1%[88.5 µM]	-4.1%[172 µM]	-2.1%[87.6 µM]
Cc1noc(-c2nc(-c3cccc(Cl)c3)no2)n1	?	4.4	0.2%	1.3%	-15.0%	?	79.9%[activator]
Cn1cnc([S+](=O)([O-])N2CC3ON=C(C(=O)O)C3C2)c1 (stereo not drawn)	0.7%[172 µM]	-0.9	-0.1%[87.6 µM]	i	-2.3%[88.5 µM]	/	-15.0%[87.6 µM]
CCN(C(C)=O)C1CCN(c2nc(CCN)nc3sc(C)c(C)c23)C1 (stereo not drawn)	-12.0%	2.3	-12.4%	-28.5%	-13.3%	-1.3%	4.6%
Cc1ccn(CC(=O)N2C[C@@H](COCC3CC3)[C@H](c3ccccn3)C2)n1	i	2.1	1.5%	i	i	0.6%	22.8%
COCC1CN(C2CCC2)CC12CCN(C(=O)COc1ccccc1)CC2 (stereo not drawn)	?	8.3	-8.0%	?	i	-2.0%	3.1%
Cn1c(C(=O)N2CCCC2)cc2c1CCN(Cc1ccccc1)C2	?	0.8	-0.1%	?	-4.9%	-14.3%	19.6%
Cc1ccccc1N(C)S(=O)(=O)c1nnc(NC(=O)c2ccccc2F)s1	/	2.5	5.0%	/	/	/	1.5%
COc1ccc(OCC2CN(Cc3cccs3)[S+](=O)([O-])c3cnccc3O2)cc1 (stereo not drawn)	?	10.0	-5.7%[23.9 µM]	-26.1%[46.1 µM]	-7.1%[27.3 µM]	/	-18.7%[25.6 µM]
CCC(CC)C(=O)N1CCc2cc(OC)c(OC)cc2C1COc1ccccc1OC (stereo not drawn)	/	15.8	0.8%	/	/	/	-12.3%
Cc1ccc(C(C)C)c(OCC(=O)NCC2(N(C)C)CCCCC2)c1	/	-19.6	4.2%	/	/	/	?

Of the compounds above, these have two or more sulfur atoms.
SMILES	HEK cytotox	IP6K1 inhibitor	SNCA viab count	3T3 cytotox	GPT2 inh	Luciferase inh	SNCA expr inh
Cc1ccccc1N(C)S(=O)(=O)c1nnc(NC(=O)c2ccccc2F)s1	/	2.5	5.0%	/	/	/	1.5%
COc1ccc(OCC2CN(Cc3cccs3)[S+](=O)([O-])c3cnccc3O2)cc1 (stereo not drawn)	?	10.0	-5.7%[23.9 µM]	-26.1%[46.1 µM]	-7.1%[27.3 µM]	/	-18.7%[25.6 µM]

Source: PubChem BioAssay
